Screens deposited in PubChem by several laboratories.
Diaph act CS: diaphorase activation or chemical reduction counter-screen | Diaphorase/resazurin coupled assay, resorufin fluorescence, 16 min; active compounds read high; 1 = vehicle wells, 0 = NADH-free wells | activation factor at 20 µM | actives 0.005% (n = 190,000);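 active = diaphorase activity raised at least twofold by the compound at 20 µM; inactive = activation factor below 2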
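Material: bacterial diaphorase enzyme (C. kluyveri); amount: enzyme 0.07 U/mL final; reagent: NADH substrate 0.114 mM plus resazurin dye 0.1 mM, final; doses: single compound dose of 20 µM, 1% DMSO final; timing: 16 min enzyme reaction, ambient temperature; measured by: fluorescence of resorufin, 544 nm excitation, 590 nm emission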
APP transl inh: APP translation inhibition. SH-SY5Y APP 5'UTR-luciferase reporter, luminescence. inhibition, % at 2 µM. actives 0.82% (n = 190,000). AID 1285;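 active = inhibition above a set limit, derived from the sample mean plus 3 SD, cut at about 45% in these data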; note: values of inactives mirror those of a sister screen read the other way
FLuc stim CS: affects firefly luciferase, flagging false hits in luciferase stimulation screens; activation factor at 10 µM; ATPlite luciferase biochemical, luminescence, 10 min; 0 = ATP-free wells, 1 = DMSO control; 200,000 tested, under 10 active;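 active = luciferase activation factor, scaled between plate controls, of at least 2 with compound at 10 µM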
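Assay system: Luciferase/luciferin detection reagent, cell-free biochemical luciferase assay / Also added: ATP substrate / Schedule: 10 min at ambient temperature / Measured by: luminescence measurement of luciferase light output / Benchmarks: low control with PBS replacing ATP, high control enzyme plus ATP without compound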
APP 5'UTR act: APP 5'UTR luciferase reporter activation | SH-SY5Y APP 5'UTR luciferase reporter, luminescence; zero percent = DMSO vehicle wells | activation, % at 2 µM | actives 1% (n = 190,000) | AID 1276;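 active = activation above a set limit, based on mean plus 3 SD of controls, cut at about 140% in these data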; note: values of inactives mirror those of a sister screen read the other way
G6PDH CS: counter-screen for G6PDH assay hits: L. mesenteroides G6PDH inhibition; inhibition, % at 5 µM; Purified L. mesenteroides G6PDH, diaphorase/resazurin coupled fluorescence, 45 min; actives 0.12% (n = 200,000); in the data active = inhibition above about 50%
Diaphorase inh: counter-screen for diaphorase-based assays: diaphorase inhibitors and chemical oxidizers; diaphorase resazurin-to-resorufin fluorescence, NADH, 16 min; bacterial (C. kluyveri) enzyme, not human; inhibition, % at 20 µM; actives 0.69% (n = 190,000); AID 1217;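 active = primary screen inhibition at 20 µM above a set limit, cut at about 50% in these data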;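 note: plate controls were DMSO with full reaction for no effect and wells lacking NADH for full effect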
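Assay system: diaphorase enzyme from Clostridium kluyveri. Quantity: enzyme working solution with 0.14 U/mL diaphorase. Schedule: reaction incubation of 16 min at room temperature. Technique: resorufin fluorescence, excitation 544 nm, emission 590 nm. Controls: No-NADH positive control and DMSO neutral control.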
FLuc inh counter: counter-screen for luciferase assay inhibitors: firefly luciferase inhibition; AID 1006; actives 1.5% (n = 200,000); inhibition, % at 10 µM; ATPLite firefly luciferase biochemical luminescence, 10 min;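 active = inhibition above about 50% when tested at 10 µM, limit read from the data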
TLR4-MyD88 BLA: TLR4-MyD88 interaction inhibition in cells; HeLa CL3-4 TLR4/MyD88 BLA complementation, FRET ratio; actives 0.18% (n = 200,000); inhibition, % at 8.4 µM; O00206+Q99836; AID 861; in the data active = inhibition above about 25%;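 note: 0% = vehicle and 100% = reference inhibitor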
Target sequence (O00206 whole entry, looked up): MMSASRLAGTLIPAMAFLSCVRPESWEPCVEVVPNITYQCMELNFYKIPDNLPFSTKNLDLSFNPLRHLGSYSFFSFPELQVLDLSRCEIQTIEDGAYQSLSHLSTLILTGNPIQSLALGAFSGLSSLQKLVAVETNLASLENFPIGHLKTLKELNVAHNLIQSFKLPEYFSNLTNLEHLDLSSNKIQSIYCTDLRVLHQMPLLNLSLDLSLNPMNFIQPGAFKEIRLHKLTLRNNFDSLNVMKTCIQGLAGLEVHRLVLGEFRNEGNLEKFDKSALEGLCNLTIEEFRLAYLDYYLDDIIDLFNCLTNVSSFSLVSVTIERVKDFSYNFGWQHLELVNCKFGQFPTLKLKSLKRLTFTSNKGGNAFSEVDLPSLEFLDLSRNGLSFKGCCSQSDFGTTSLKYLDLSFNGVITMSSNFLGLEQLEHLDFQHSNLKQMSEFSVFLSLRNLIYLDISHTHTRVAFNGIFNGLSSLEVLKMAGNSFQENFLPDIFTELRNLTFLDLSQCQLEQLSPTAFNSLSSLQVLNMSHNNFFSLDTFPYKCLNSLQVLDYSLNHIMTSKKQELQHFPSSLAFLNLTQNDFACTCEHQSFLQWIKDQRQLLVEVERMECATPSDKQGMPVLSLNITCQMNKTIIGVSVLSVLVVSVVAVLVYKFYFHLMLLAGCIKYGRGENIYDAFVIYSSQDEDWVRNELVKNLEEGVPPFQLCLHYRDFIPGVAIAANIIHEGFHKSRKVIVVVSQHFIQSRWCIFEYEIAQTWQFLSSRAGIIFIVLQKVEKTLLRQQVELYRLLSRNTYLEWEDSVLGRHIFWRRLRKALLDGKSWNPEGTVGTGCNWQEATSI
Target sequence (Q99836 whole entry, looked up): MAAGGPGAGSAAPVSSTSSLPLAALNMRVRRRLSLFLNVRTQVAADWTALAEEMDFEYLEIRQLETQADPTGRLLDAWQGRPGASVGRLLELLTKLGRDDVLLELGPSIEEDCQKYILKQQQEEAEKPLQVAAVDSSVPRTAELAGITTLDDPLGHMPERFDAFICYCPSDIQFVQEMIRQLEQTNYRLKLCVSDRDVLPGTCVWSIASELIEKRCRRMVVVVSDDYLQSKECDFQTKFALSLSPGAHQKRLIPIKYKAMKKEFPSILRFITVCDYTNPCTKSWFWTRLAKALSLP
NF-kB neuron act: raises NF-kB expression in human neuronal cells. NF-kB reporter expression; active compounds read high. fold change at 12.5 µM. actives 1.6% (n = 190,000). AID 1239; in the data active = fold change above about 3.3
STAT1 act: activators of IFN-gamma induced STAT1 signaling; NIH 3T3 STAT1-luciferase reporter, luminescence; 100% = IFN-gamma alone, no compound; activation (% of control), % at 5.5 µM; actives 2.6% (n = 200,000);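 active = activation above the screen-wide mean activation plus 3 SD, cut at about 130% in these data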;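 note: raw ratio to IFN-gamma control signal so 100% means no change and 0% no light; values of inactives mirror those of a sister screen read the other way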
Numbers without * were called inactive; / = not tested or not shown. Compounds were not picked by outcome; overall some 5.6% were active at least once.

Letter code – A = Diaph act CS; B = APP transl inh; C = FLuc stim CS; D = APP 5'UTR act; E = G6PDH CS; F = Diaphorase inh; G = FLuc inh counter; H = TLR4-MyD88 BLA; I = NF-kB neuron act; J = STAT1 act
molecule: Cc1cccc(NC(=O)NNC(=O)c2cc3ccccc3cc2O)c1C
  A = 0.7; B = -22; C = 1; D = 22; E = 2; F = 31; G = 0; H = 3; I = 1; J = 101
molecule: CSc1nc2c(c(-c3ccccc3)c1C#N)CCC2
  A = /; B = 18; C = /; D = -17; E = /; F = /; G = /; H = -10; I = /; J = 105
molecule: O=C(Cn1nnc(-c2ccc3c(c2)OCO3)n1)NCc1ccco1
  A = 0.9; B = 7; C = 1.1; D = -7; E = -13; F = 13; G = -5; H = 4; I = 1.2; J = 106
molecule: COc1ccccc1NC(=O)Cn1c(=O)n(-c2ccccc2)c(=O)c2oc3ccccc3c21
  A = 0.9; B = -1; C = 1.1; D = 1; E = 11; F = 6; G = -5; H = -8; I = 1.1; J = 98
molecule: CC(C)(C)c1ccc(-c2csc(NC(=O)CN3C(=O)NC4(CCCCC4)C3=O)n2)cc1
  A = 0.9; B = -23; C = 1; D = 23; E = 9; F = 12; G = 1; H = -6; I = 1.1; J = 109
molecule: Cc1[nH]c2ccccc2c1C(c1ccccn1)N1CCCC1 (centres undefined)
  A = 1; B = -5; C = 1; D = 5; E = 4; F = 1; G = -4; H = 3; I = 0.94; J = 102
molecule: Cc1ccc2cccc(Oc3ncnc4scc(-c5ccc(Cl)cc5)c34)c2n1
  A = 0.8; B = -6; C = 1.1; D = 5; E = -11; F = 16; G = -10; H = -6; I = 1.1; J = 101
molecule: COc1ccc(C(=O)Nc2cnn(Cc3ccc(Cl)cc3)c2)cc1OC
  A = 0.9; B = -2; C = 1.1; D = 2; E = -3; F = 10; G = -7; H = 2; I = 0.99; J = 92
molecule: O=C(CSc1oc(-c2cccs2)nc1S(=O)(=O)c1ccccc1)NC1CCCCC1
  A = 0.8; B = -1; C = 1; D = 1; E = 8; F = 17; G = -3; H = -4; I = 0.95; J = 95
molecule: O=C(NCc1ccncc1)c1ccc(Br)o1
  A = 0.8; B = 0; C = 1; D = 0; E = 8; F = 16; G = 0; H = 1; I = 1.2; J = 96
molecule: COc1cc(OC)c(C(=O)OCC(=O)NCCc2ccccc2)cc1OC
  A = 1.1; B = -26; C = 1; D = 26; E = 6; F = -7; G = -2; H = -5; I = 1.4; J = 97
molecule: COc1ccc(O)c(/C=N/c2sc(C)c(C)c2C#N)c1
  A = 0.8; B = 8; C = 1; D = -8; E = 8; F = 18; G = -2; H = 2; I = 1.1; J = 98
molecule: COc1ccc([N+](=O)[O-])cc1NC(=O)/C=C/C(=O)O
  A = 0.9; B = -6; C = 1; D = 6; E = 1; F = 11; G = -4; H = -25; I = 1; J = 101
molecule: CC(C)CNC(=O)CCCc1c[nH]c2ccccc12
  A = 1; B = 21; C = 1; D = -21; E = 3; F = 3; G = -4; H = -13; I = 1.2; J = 88
molecule: CCOc1ccc(C(C(=O)NC2CCCCC2)N(C(=O)Cc2cccs2)c2ccc(-n3cnnn3)c(OC)c2)cc1 (centres undefined)
  A = 1; B = /; C = 1.1; D = /; E = -9; F = 2; G = -8; H = 7; I = 1.1; J = 95
molecule: CN(C)Cc1nc2ccccc2c(=O)n1Cc1nc(C(C)(C)C)cs1
  A = 0.8; B = 2; C = 1.1; D = -2; E = 6; F = 17; G = -5; H = 4; I = 0.71; J = 52
molecule: O=C(O)C1=C[C@H](c2ccc(Br)cc2)C[C@H](OCCCCO)O1
  A = 1; B = -22; C = 1.1; D = 22; E = 26; F = 1; G = -8; H = 7; I = 1; J = 100
molecule: Cn1nc(C(F)(F)F)c(C(=O)Nc2ccc(F)cc2F)c1Sc1cccc(C(F)(F)F)c1
  A = 0.8; B = -4; C = 1; D = 4; E = 6; F = 20; G = -2; H = -3; I = 0.87; J = 100
molecule: COc1ccc(CNC(=O)C2CCCN(S(=O)(=O)c3cnc[nH]3)C2)cc1 (centres undefined)
  A = 1; B = -24; C = 1; D = 24; E = 2; F = 0; G = 1; H = 4; I = 1.1; J = 100
molecule: Cc1ccnc(NC(=O)c2sc3ccccc3c2Cl)c1
  A = 0.9; B = -148; C = 0.1; D = 148*; E = 3; F = 6; G = 92*; H = -5; I = 3.6*; J = 165*
molecule: C/C(=N\NC(=O)c1nn(C)c(C)c1Br)c1ccc(NC(=O)c2ccc(C)s2)cc1
  A = 1.2; B = -120; C = 1; D = 120; E = 13; F = -19; G = 0; H = 2; I = 1.3; J = 133*
molecule: CC(=O)N(Cc1ccccc1)c1nc(-c2ccccc2)cs1
  A = 1.1; B = 8; C = 1.1; D = -8; E = 15; F = -11; G = -7; H = -9; I = 1.1; J = 116
molecule: Cc1cc(C)c2cc(C#N)c(NCCCNC(=O)CCC(=O)O)nc2c1
  A = 0.9; B = 8; C = 1; D = -8; E = 4; F = 10; G = -4; H = -2; I = 1.1; J = 107
molecule: c1ccc(-c2nc(NCCCN3CCOCC3)c3ccccc3n2)cc1
  A = 1; B = 5; C = 1.1; D = -5; E = -20; F = 0; G = -7; H = 3; I = 0.52; J = 97
molecule: O=C(NCC1CCCO1)c1ccc(CS(=O)(=O)c2ccc(Br)cc2)o1 (centres undefined)
  A = 1; B = -3; C = 1.1; D = 3; E = 1; F = 4; G = -10; H = -9; I = 1.1; J = 98
molecule: O=C(NCC1CCCO1)C(c1cccnc1)N(C(=O)Cc1cccs1)c1cccnc1 (centres undefined)
  A = 1; B = 10; C = 1; D = -10; E = -1; F = 0; G = -5; H = 7; I = 1.1; J = 93
molecule: Cc1cccc(NC(=O)C2CCN(S(=O)(=O)c3c(C)nn(C)c3C)CC2)n1
  A = 0.9; B = -9; C = 1.1; D = 9; E = -16; F = 8; G = -5; H = 3; I = 0.9; J = 103
molecule: Cc1ccccc1C(=O)Nc1ccccn1
  A = 0.9; B = 9; C = 1.1; D = -9; E = -13; F = 6; G = -6; H = 2; I = 1; J = 103
molecule: CNC(=O)CN(c1ccc(OC)cc1)S(=O)(=O)c1ccc(F)cc1
  A = 0.9; B = 10; C = 1; D = -10; E = 10; F = 5; G = -4; H = -9; I = 0.93; J = 102
molecule: CC1(C)CC2CC(C)(CN2C(=S)NC(=O)c2ccccc2Cl)C1 (centres undefined)
  A = 0.8; B = -6; C = 1; D = 6; E = -16; F = 20; G = -4; H = 4; I = 1; J = 103
molecule: Cc1ccc(S(=O)(=O)N2CCN(c3ccnc4cc(Cl)ccc34)CC2)cc1C
  A = 0.9; B = -16; C = 1; D = 16; E = -5; F = 8; G = -2; H = 6; I = 0.8; J = 88
molecule: CCC(=O)Nc1ccc(C(=O)N/N=C/c2ccccc2[N+](=O)[O-])cc1
  A = 0.9; B = -30; C = 1; D = 30; E = 6; F = 6; G = -2; H = -2; I = 0.92; J = 103
molecule: CCc1nnc(NC(=O)C2CCCN(S(=O)(=O)c3ccccc3)C2)s1 (centres undefined)
  A = 0.9; B = 4; C = 1; D = -4; E = -10; F = 8; G = -5; H = 3; I = 0.9; J = 93
molecule: CC1=CC2=NC(=O)/C(=C\c3ccc(-c4ccc(Cl)cc4)o3)C(=N)N2O1
  A = 0.8; B = -31; C = 1.1; D = 31; E = -16; F = 19; G = -7; H = 6; I = 1.5; J = 110
molecule: C=CCN1C(=O)C2(NNc3ccccc3O2)c2ccccc21 (centres undefined)
  A = 0.8; B = -3; C = 1; D = 3; E = 3; F = 17; G = -4; H = 15; I = 1.4; J = 97
molecule: CCn1nnnc1SCC(=O)Nc1nc(-c2cccs2)cs1
  A = 1.1; B = -3; C = 1.1; D = 3; E = 1; F = -6; G = -8; H = 8; I = 1.4; J = 100
molecule: COc1cccc2cc(C(C)=O)c(=O)oc12
  A = 0.9; B = 4; C = 1; D = -4; E = 3; F = 12; G = -5; H = 14; I = 1.2; J = 95
molecule: O=C(Nc1cccs1)Nc1c(F)c(F)cc(F)c1F
  A = 0.9; B = -22; C = 1; D = 22; E = -8; F = 9; G = -4; H = 9; I = 1.1; J = 79
molecule: COc1ccccc1NS(=O)(=O)c1ccc(S(=O)(=O)N2CCOCC2)cc1
  A = 0.8; B = -18; C = 1; D = 18; E = 13; F = 22; G = -2; H = -1; I = 1.2; J = 98
molecule: CCCCCN(C(=O)NC(=O)Nc1nncs1)S(C)(=O)=O
  A = 0.8; B = -5; C = 1.1; D = 5; E = -4; F = 17; G = -8; H = -1; I = 0.93; J = 103
molecule: CCNC(=S)NNC(=O)c1cc(-c2cccnc2)nc2ccccc12
  A = 1.1; B = 4; C = 0.6; D = -4; E = 2; F = -10; G = 44; H = 12; I = 1.2; J = 109
molecule: Cc1ccc(S(=O)(=O)CCC(=O)c2ccc(O)cc2O)cc1
  A = 0.8; B = -2; C = 1; D = 3; E = 0; F = 21; G = -5; H = 5; I = 1.3; J = 100
molecule: COc1ccc2[nH]cc(CCn3ccc(=O)c(C)c3C)c2c1
  A = 0.9; B = 15; C = 1; D = -15; E = 5; F = 8; G = -3; H = -8; I = 1; J = 101
molecule: COC(CNC(=O)c1cccc(-n2c(=S)[nH]c3cc(Cl)ccc3c2=O)c1)OC
  A = 0.8; B = -2; C = 1; D = 2; E = -7; F = 24; G = 5; H = 0; I = 1; J = 102

Some of the entries so far, field by field.
compound: C=CCN1C(=O)C2(NNc3ccccc3O2)c2ccccc21 (centres undefined)
  Diaph act CS: 0.8
  APP transl inh: -3
  FLuc stim CS: 1
  APP 5'UTR act: 3
  G6PDH CS: 3
  Diaphorase inh: 17
  FLuc inh counter: -4
  TLR4-MyD88 BLA: 15
  NF-kB neuron act: 1.4
  STAT1 act: 97

compound: CCn1nnnc1SCC(=O)Nc1nc(-c2cccs2)cs1
  Diaph act CS: 1.1
  APP transl inh: -3
  FLuc stim CS: 1.1
  APP 5'UTR act: 3
  G6PDH CS: 1
  Diaphorase inh: -6
  FLuc inh counter: -8
  TLR4-MyD88 BLA: 8
  NF-kB neuron act: 1.4
  STAT1 act: 100

compound: COc1cccc2cc(C(C)=O)c(=O)oc12
  Diaph act CS: 0.9
  APP transl inh: 4
  FLuc stim CS: 1
  APP 5'UTR act: -4
  G6PDH CS: 3
  Diaphorase inh: 12
  FLuc inh counter: -5
  TLR4-MyD88 BLA: 14
  NF-kB neuron act: 1.2
  STAT1 act: 95

compound: O=C(Nc1cccs1)Nc1c(F)c(F)cc(F)c1F
  Diaph act CS: 0.9
  APP transl inh: -22
  FLuc stim CS: 1
  APP 5'UTR act: 22
  G6PDH CS: -8
  Diaphorase inh: 9
  FLuc inh counter: -4
  TLR4-MyD88 BLA: 9
  NF-kB neuron act: 1.1
  STAT1 act: 79
